Screening results from PubChem BioAssay.
West Nile virus CPE – West Nile virus antiviral activity, cell-based, CPE readout (AID 1621). West Nile virus-infected cells, CPE inhibition; higher % means a stronger effect. one-dose CPE inhibition, % at 10 µM; IC50 in µM for titrated hits. 290,000 tested, 0.02% active; in the data active = a potency from the dose series; inconclusive = CPE inhibition mostly from about 3.7% at the one dose, without a potency; inactive = the rest, 99 in 100 with CPE inhibition below about 2.2%; note: strong numbers were not always called active
PMI inhibition – human PMI inhibitors, high substrate, primary screen, biochemical, fluorescence intensity, high mannose 6-phosphate (AID 1220) | recombinant PMI enzyme, coupled fluorescence intensity; higher % means a stronger effect | one-dose inhibition, % at 20 µM; IC50 in µM for titrated hits | 190,000 tested, 0.66% active; in the data active = inhibition above about 50%
M17LAP inhibition – P. falciparum M17LAP inhibitors, primary screen, biochemical, fluorogenic H-Leu-NHMec substrate, 1536-well (AID 1619); 220,000 tested, 0.38% active; inhibition, % at 30 µM, or IC50 in µM where a hit was titrated; recombinant M17LAP, H-Leu-NHMec fluorogenic kinetic assay; higher % means a stronger effect;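 active = compound inhibiting the enzyme by more than half at any dose during confirmatory dose-response retesting; inconclusive = strong single-dose inhibitors picked by rank but not retested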;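 note: plate controls were full reaction with DMSO carrier for no effect and no enzyme background for full effect; strong numbers were not always called active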
Salmonella PhoP GFP – PhoP-dependent GFP reporter repression – Salmonella Typhimurium, primary screen (AID 1863); inhibition, % at 50 µM; hits with a dose series show IC50 in µM; S. Typhimurium PhoP-regulated promoter GFP reporter, 4 h; higher % means a stronger effect; 300,000 tested, 0.16% active;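 active = inhibition over 29.93%, a cutoff 3 SD above the screen mean, later confirmed by dose response; inconclusive = inhibition over 29.93% but no dose response follow-up; inactive = inhibition at most 29.93% or unconfirmed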;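 note: 0% = low Mg2+ inducing control and 100% = high Mg2+ repressing control; strong numbers were not always called active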
CSM14.1 death rescue – rescue of cells from ER stress-induced death, primary screen, 384-well, CSM14.1, thapsigargin, ATP luminescence (AID 1222) | CSM14.1 thapsigargin-induced death rescue, ATP luminescence; higher % means a stronger effect | one-dose cellular ATP content (survival), % at 20 µM; EC50 in µM for titrated hits | 190,000 tested, under 10 active;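 active = EC50 below 50 µM in the dose-response confirmation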;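 note: death triggered by thapsigargin at about 15 µM added after 2 h compound pretreatment; cell ATP read after overnight thapsigargin exposure of roughly 18 to 22 hours; normalized against plate controls of thapsigargin alone and 5% DMSO vehicle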
Yfh1-depleted yeast – enhancers of respiration in Yfh1-depleted yeast, dose response, Friedreich's ataxia, plus single-dose screen (AID 1465) | S. cerevisiae Yfh1-off respiration, WST-1 reduction, 72 h; higher fold induction means a stronger effect | 220,000 tested, 0.074% active | one-dose fold induction at 50 µM; EC50 in µM for titrated hits;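 active = fold induction of absorbance versus untreated yeast above a set limit, then at least 30% activation at any dose in follow-up; inconclusive = repeats straddling the limit, or above it without dose testing; inactive = fold induction below the set limit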;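 note: activators that raise dye reduction in frataxin-depleted yeast; strong numbers were not always called active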
M1AAP inhibition – malaria alanyl aminopeptidase activity blockers – biochemical, fluorogenic H-Leu-NHMec substrate, 1536-well (AID 1445) | recombinant M1AAP, H-Leu-NHMec fluorogenic kinetic assay; higher % means a stronger effect | inhibition, % at 30 µM, or IC50 in µM where a hit was titrated | 220,000 tested, 0.42% active;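 active = primary inhibition above the hit cutoff, then over 50% inhibition at one or more dose response concentrations, cut at about 23% in these data, passing the limit was not always enough; inconclusive = conflicting primary data, or primary hits not chosen for dose response; inactive = low primary inhibition, or under 50% at every dose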;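 note: plate controls were DMSO full reaction for no effect and no enzyme background for full effect; strong numbers were not always called active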
XIAP antagonists – small molecules displacing peptide from XIAP – biochemical, IAP family, fluorescence polarization (AID 1018); 200,000 tested, 0.007% active; one-dose displacement, % at 20 µM; IC50 in µM for titrated hits; XIAP BIR domain, fluorescence polarization peptide displacement; higher % means a stronger effect; in the data active = displacement above about 50%; note: a part of the inactive calls stands beside numbers as strong as those of hits
SIAH1 antagonists – blockers of Siah-1 interaction with plectin peptide – biochemical, fluorescence polarization, rhodamine-plectin, uHTS, primary screen (AID 1817); Siah-1 / rhodamine-plectin peptide fluorescence polarization; higher % means a stronger effect; displacement, % at 20 µM, or IC50 in µM where a hit was titrated; 290,000 tested, 0.02% active;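 active = displacement of at least 50% at 20 µM, with a fluorescence ratio check between 0.3 and a set limit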;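 note: plate controls were Siah plus tracer with DMSO for no effect and tracer alone without Siah for full effect; strong numbers were not always called active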
Active calls of the source: *; i = inactive; ? = inconclusive; . = not tested or not shown. Compounds as they come. About 1.6% of those tested had a hit in this group.

SMILES | West Nile virus CPE | PMI inhibition | M17LAP inhibition | Salmonella PhoP GFP | CSM14.1 death rescue | Yfh1-depleted yeast | M1AAP inhibition | XIAP antagonists | SIAH1 antagonists
Clc1ccc(C2CC(c3cccs3)n3ncnc3N2)cc1Cl (stereo unspecified) | -0.8% | 13% | 1% | -2% | . | i | 5% | -1.6% | 9%
O=C1C2C3c4ccccc4C(c4ccccc43)C2C(=O)N1CN1CCOCC1 (stereo unspecified) | -0.3% | 0% | 7% | -8% | -1.5% | i | 9% | -2.9% | -4%
COC(=O)c1cn(CC(=O)N2C(C)CCCC2C)c2ccccc12 (stereo unspecified) | 0.0% | -8% | 22% | 7% | -1.2% | i | -10% | -4.2% | 4%
CCCCN(C)C(=O)CCC(=O)NNc1nc2ccccc2c2nc(C)nn12 | -1.1% | 9% | -13% | -3% | 0.5% | i | 9% | -6.6% | 4%
CC(c1nnc(SCC(=O)Nc2ccc3[nH]c(=O)[nH]c3c2)n1Cc1ccccc1)N(C)C (stereo unspecified) | -0.2% | 8% | -3% | 1% | -1.3% | i | -1% | -1.1% | 3%
CC(C(=O)NCCN1CCOCC1)(c1ccccc1)c1ccccc1 | -0.3% | -10% | 0% | 2% | -0.1% | i | 2% | -4.0% | -2%
O=C(COC(=O)C1CCCCC1)Nc1cc([N+](=O)[O-])ccc1F | -0.1% | -14% | -3% | -7% | -1.4% | i | 12% | -5.9% | 8%
O=C(c1ccccn1)c1cc2ccccc2n1S(=O)(=O)c1ccccc1 | -0.5% | -39% | 4% | 2% | -2.1% | i | 0% | -7.2% | 4%
CCOc1cc(OCC)cc(C(=O)Nc2cccc(C(C)=O)c2)c1 | -0.7% | 16% | 0% | -2% | -6.4% | i | 3% | -6.2% | 2%
Cn1nc(NC(=O)C(C)(C)C)c2c(F)cccc21 | -0.2% | . | -7% | -9% | . | i | 2% | . | 2%
CCOC(=O)N1CCN(Cc2ccc(O)c3ncccc23)CC1 | -1.4% | 11µM* | . | . | 1.6% | i | . | 0.3% | 6%
CC(C)c1cc(C(=O)Nc2ccc3c(c2)OCO3)no1 | 0.1% | 12% | -15% | 11% | -3.3% | i | 2% | -3.8% | 2%
COc1ccccc1Nc1cc(C)nc2c(C)ccc([N+](=O)[O-])c12 | -1.0% | 6% | 4% | 15% | 0.1% | i | 4% | 0.7% | 11%
CC(=O)N1CCCc2cc(S(=O)(=O)N3CCN(C4CCCCC4)CC3)ccc21 | -0.5% | 3% | 0% | -3% | 0.5% | i | -2% | -7.1% | 1%
OCCC1CN(Cc2ccccc2-c2ccco2)CCN1Cc1ccsc1 (stereo unspecified) | -1.0% | 22% | -6% | -3% | -0.2% | i | -3% | 3.3% | -6%
COc1ccc(/C=C/C(=O)c2cc(F)ccc2OC(=O)c2ccccc2OC)cc1OC | -0.1% | 8% | 2% | -4% | -0.8% | i | 8% | -6.6% | 8%
C=CCSC(CC)(CC)C(N)=O | 0.6% | . | 1% | -5% | . | i | 5% | . | -5%
CCOC(=O)Cc1csc(NC(=O)c2cc(C)cc(C)c2)n1 | 0.0% | 13% | 0% | 3% | 0.8% | i | 7% | -4.1% | 10%
COc1cc(/C=N/NC(=O)CN2CCCCC2)ccc1OCc1ccc(Br)cc1 | 0.6% | -8% | -3% | 7% | -3.8% | i | 5% | -4.5% | -1%
CCOc1ncccc1C(=O)N1CCCSC1=Nc1ccccc1OC | -0.3% | -11% | 1% | -3% | -1.4% | i | 6% | -6.8% | 3%
Cc1cccc(NC(=S)N(CCN(C)C)Cc2cccs2)c1 | -0.6% | 3% | -4% | -1% | -1.6% | i | 4% | -4.1% | 21%
O=C(O)c1ncn(Cc2ccc(Br)cc2)c1C(=O)O | 0.9% | 2% | 4% | 6% | -1.6% | i | -5% | -4.3% | -4%
CCCCCCCCCS(=O)(=O)Nc1cc(C)ccn1 | -1.0% | 8% | -25% | 8% | 0.3% | i | -2% | -3.3% | -1%
COC(=O)CN=C1OC(=O)N2C(=O)C3=C4[C@@H](C[C@H]5C(=O)N(c6ccccc6)C(=O)[C@H]5[C@H]4[C@@]12Cc1ccccc1)[C@H]1C(=O)N(c2ccccc2)C(=O)[C@H]1[C@H]3C | -0.1% | . | -3% | -10% | . | i | 8% | . | 3%
O=C(NC(=S)Nc1ccc(N2CCCCC2)cc1)c1ccc2c(c1)OCCO2 | -1.3% | 20% | 18% | ? | 0.7% | i | -3% | -1.4% | -2%
O=C(Cc1ccccc1)NN1C(=O)C2C3C=CC(C3)C2C1=O (stereo unspecified) | 0.2% | 8% | -1% | -3% | -0.4% | i | -2% | 0.0% | 3%
COc1ccc(N2CCN(C(CNS(=O)(=O)c3cc(F)ccc3F)c3cccnc3)CC2)cc1 (stereo unspecified) | . | 7% | 1% | 14% | 0.3% | . | -2% | -8.2% | -2%
CCCOC(=O)Nc1sc2c(c1C(N)=O)CCCC2 | -0.2% | 2% | . | . | 1.7% | i | . | -7.3% | -2%
CN(C)/C=N/C1=C(C#N)C(c2cccs2)c2ccc3ccccc3c2O1 (stereo unspecified) | -0.4% | 55%* | 9% | 9% | 0.1% | i | -2% | -8.4% | 0%
Cc1cc(C)c(C(=O)Nc2ccc(C)c(C)c2)c(CC(C)(C)C(=O)O)c1 | -0.1% | . | 5% | -8% | . | i | 15% | . | -1%
CSc1nc(N(C)C)nc(N2CC(=O)N(CCNS(=O)(=O)c3ccc(C)cc3)C2=N)n1 | -1.1% | -2% | 10% | -2% | -0.6% | i | -3% | -4.8% | 3%
O=C(Nc1nnc(-c2ccc(F)cc2)o1)c1cccc([N+](=O)[O-])c1 | -1.1% | -22% | -2% | 5% | 20% | i | -17% | -3.7% | -8%
O=C1CC(c2ccccc2)n2nc(N3C(=O)c4ccccc4C3=O)nc2N1 (stereo unspecified) | 0.0% | 1% | -8% | -8% | -0.8% | i | 1% | -2.1% | 4%
O=C(c1ccc(COc2ccccc2[N+](=O)[O-])o1)N1CCCCCC1 | -0.5% | 11% | -6% | -1% | 0.5% | i | 3% | 1.9% | 4%
Cc1ccc2nc(Nc3ncc4c(n3)CC(C)(C)CC4=O)nc(C)c2c1 | 0.4% | -18% | -12% | -1% | 2.6% | i | 4% | 8.6% | -5%
CCc1nc2sccc2c(=O)[nH]1 | -0.5% | -13% | 4% | 3% | 0.2% | i | -7% | -6.9% | 0%
Cc1nn(C(C)c2n[nH]c(=S)n2-c2ccc(F)cc2)c(C)c1[N+](=O)[O-] (stereo unspecified) | -0.4% | -4% | -5% | -6% | -1.1% | i | 3% | -5.0% | 10%
CCn1c(SCC(=O)N2CCCCC2)nc2c(c1=O)SC(C)C2 (stereo unspecified) | -0.4% | 10% | 14% | -4% | 0.6% | i | 3% | -4.5% | -7%
COC(=O)C(C)Sc1n[nH]c(=S)s1 (stereo unspecified) | 0.2% | -62% | 32% | -15% | -1.6% | i | -8% | -2.4% | -1%
N#Cc1ccc(C(=O)CSc2nnc(-c3ccc(C(F)(F)F)cn3)s2)cc1 | -0.3% | . | -4% | -7% | . | i | -1% | . | 0%
O=C(Nc1ccc2c(c1)OCCO2)c1ccc(Cl)c([N+](=O)[O-])c1 | -0.9% | 16% | 17% | 8% | -0.6% | i | 4% | -5.4% | 5%
CCC1=C(OC(=O)N(CC)CC)N2C(=O)OC(=NCC3CC3)[C@]2(Cc2ccccc2)[C@H]2C1=CC[C@H]1C(=O)N(c3ccccc3)C(=O)[C@H]12 | -0.9% | . | 13% | -1% | . | i | 5% | . | -5%
CC(CCc1ccccc1)NC(=O)CSc1nc(N)cc(N)n1 (stereo unspecified) | 0.0% | 11% | 2% | 24% | . | i | -1% | -4.0% | 10%
COc1cccc(OC)c1-c1nnc(-c2cn(C)c3ccccc23)o1 | 2.4% | 0% | -4% | -4% | 2.2% | i | 7% | -7.2% | 0%
C/C(Cc1ccccc1)=N\NC(=O)CNC(=O)c1ccc2c(c1)OCCO2 | -0.3% | . | -4% | -8% | . | i | 3% | . | 14%
CCOC(=O)C(=O)c1csc(NC(=O)COc2ccc(N(C)S(=O)(=O)c3ccc(F)cc3)cc2)n1 | 0.3% | 6% | -6% | -9% | -2.7% | i | 8% | -11% | 0%
COCCn1cnc2c(c1=O)c1nc3ccccc3nc1n2/N=C/c1cccc(OC)c1 | 2.7% | . | 1% | 2% | . | i | 6% | . | -3%
O=C(Oc1cccnc1)c1cc(S(=O)(=O)N2CCOCC2)ccc1Cl | 0.2% | -12% | -3% | -15% | 3.6% | i | 3% | -7.5% | -2%
Cc1ccc(-c2c(C(=O)NC(C)C)oc(=O)c3ccccc23)cc1 | -0.9% | 9% | -5% | 4% | -1.9% | i | 3% | -4.1% | -3%
COc1ccc2cc(C3CC(c4ccco4)=NN3S(=O)(=O)c3ccccc3)c(Cl)nc2c1 (stereo unspecified) | -0.8% | 4% | 6% | -4% | 2.2% | i | -1% | -1.9% | 6%
CC(=O)Nc1ccc(S(=O)(=O)Nc2nc3ccc(C)cc3s2)cc1 | 0.7% | 6% | 5% | -6% | 2.2% | i | -2% | -4.3% | 5%
CCCCNC(=O)OC(C)CNC(=O)Oc1cccc(C)c1 (stereo unspecified) | 0.1% | 10% | -1% | 16% | 0.1% | i | -3% | 2.8% | -3%
CC/C(=C/c1sc2ccc(C)cc2[n+]1CCCS(=O)(=O)[O-])SC | -0.1% | -169% | 26% | -4% | -3.4% | i | 9% | -8.0% | 2%
COc1ccc(S(=O)(=O)Nc2cccc(F)c2)cc1C | -1.2% | -2% | 4% | -2% | 6.6% | i | 5% | -3.2% | -2%
CCN(CC)S(=O)(=O)c1ccc(Cl)c(NC(=O)COc2ccc(OC)cc2[N+](=O)[O-])c1 | -0.4% | 0% | 2% | 16% | -0.9% | i | 3% | 0.2% | 8%
COCCOC(=O)c1sc(=S)n(CCOC)c1N | . | 6% | 2% | -6% | -1.4% | . | 1% | 46% | 8.1µM*
CCOC(=S)N/C(=N\S(=O)(=O)c1ccccc1)c1ccccc1 | 0.2% | -11% | 6% | 3% | 0.7% | i | 5% | -1.6% | 20%
COc1cc(-c2c(C#N)c(N)nc3c2CCCC3)ccc1O | 0.4% | 0% | -6% | -2% | -3.4% | i | 5% | -5.5% | -2%
